Screens as filed in PubChem BioAssay.
Rin1 Abl inh – inhibitors of Rin1-Abl protein binding, primary screen, biochemical, TR-FRET; 360,000 tested, 0.4% active; Tyrosine-protein kinase ABL1 (Homo sapiens) + Ras and Rab interactor 1 (Homo sapiens), …; inhibition, % at 7.35 µM; in the data active = inhibition above about 5%, passing the limit was not always enough
Target sequence (P00519 whole entry, looked up): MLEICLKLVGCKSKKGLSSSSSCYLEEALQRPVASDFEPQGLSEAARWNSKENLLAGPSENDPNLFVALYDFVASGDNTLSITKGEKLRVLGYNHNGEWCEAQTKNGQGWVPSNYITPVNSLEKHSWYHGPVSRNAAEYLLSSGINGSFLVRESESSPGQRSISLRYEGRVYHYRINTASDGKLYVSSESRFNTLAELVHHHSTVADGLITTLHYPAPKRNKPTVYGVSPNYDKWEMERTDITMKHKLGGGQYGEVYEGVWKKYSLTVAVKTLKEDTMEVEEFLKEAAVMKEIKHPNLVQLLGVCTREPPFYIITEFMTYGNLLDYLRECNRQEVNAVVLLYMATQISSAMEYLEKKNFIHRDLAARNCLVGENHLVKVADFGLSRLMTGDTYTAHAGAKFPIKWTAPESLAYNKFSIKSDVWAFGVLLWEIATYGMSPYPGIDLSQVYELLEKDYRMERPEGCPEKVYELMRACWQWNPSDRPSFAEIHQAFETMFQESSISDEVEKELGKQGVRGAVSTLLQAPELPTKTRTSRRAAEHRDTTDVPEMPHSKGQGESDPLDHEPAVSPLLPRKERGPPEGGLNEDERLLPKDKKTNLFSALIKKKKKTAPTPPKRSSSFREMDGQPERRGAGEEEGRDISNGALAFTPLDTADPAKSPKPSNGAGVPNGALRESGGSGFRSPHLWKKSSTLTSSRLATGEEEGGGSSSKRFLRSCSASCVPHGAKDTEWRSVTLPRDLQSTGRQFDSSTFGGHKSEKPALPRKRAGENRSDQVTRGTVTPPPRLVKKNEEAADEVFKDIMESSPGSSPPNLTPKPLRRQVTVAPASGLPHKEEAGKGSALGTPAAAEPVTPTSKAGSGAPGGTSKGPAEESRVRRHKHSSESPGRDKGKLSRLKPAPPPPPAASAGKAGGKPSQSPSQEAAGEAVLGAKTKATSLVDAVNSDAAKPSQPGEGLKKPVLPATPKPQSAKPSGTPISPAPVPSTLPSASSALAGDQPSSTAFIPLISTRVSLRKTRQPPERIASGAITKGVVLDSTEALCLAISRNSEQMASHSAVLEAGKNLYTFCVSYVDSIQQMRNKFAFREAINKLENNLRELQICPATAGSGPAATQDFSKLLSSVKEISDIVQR
Target sequence (Q13671 whole entry, looked up): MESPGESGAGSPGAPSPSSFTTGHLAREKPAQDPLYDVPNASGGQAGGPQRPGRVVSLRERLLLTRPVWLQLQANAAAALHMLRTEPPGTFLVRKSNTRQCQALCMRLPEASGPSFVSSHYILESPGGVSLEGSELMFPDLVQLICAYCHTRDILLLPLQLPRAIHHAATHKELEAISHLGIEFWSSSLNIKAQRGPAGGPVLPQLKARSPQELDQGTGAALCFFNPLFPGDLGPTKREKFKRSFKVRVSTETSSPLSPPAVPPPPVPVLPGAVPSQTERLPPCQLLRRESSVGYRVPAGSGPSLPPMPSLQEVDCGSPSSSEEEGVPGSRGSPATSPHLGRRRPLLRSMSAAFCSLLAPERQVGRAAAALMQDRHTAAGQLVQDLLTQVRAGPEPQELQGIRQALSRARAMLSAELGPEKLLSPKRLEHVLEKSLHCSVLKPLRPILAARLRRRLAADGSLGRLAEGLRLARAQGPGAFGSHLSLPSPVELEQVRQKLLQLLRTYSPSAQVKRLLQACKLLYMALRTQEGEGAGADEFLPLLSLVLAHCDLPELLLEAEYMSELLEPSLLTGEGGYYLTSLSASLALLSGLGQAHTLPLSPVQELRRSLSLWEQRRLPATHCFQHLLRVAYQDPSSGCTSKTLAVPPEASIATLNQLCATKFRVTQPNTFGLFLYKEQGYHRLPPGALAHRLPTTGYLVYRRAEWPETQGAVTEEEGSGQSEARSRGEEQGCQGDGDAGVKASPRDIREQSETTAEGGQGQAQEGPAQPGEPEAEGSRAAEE
SKN-1 block – suppressors of acrylamide-induced Pgst-4::GFP reporter in worms, primary screen, SKN-1 inhibitor project, whole organism, uHTS, GFP/RFP fluorescence ratio, strain VP596; 360,000 tested, 0.49% active; inhibition, % at 21.8 µM; C. elegans VP596 Pgst-4::GFP/RFP ratio, 24 h;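 active = interference check ratio from 0.5 to 1.5 plus GFP to RFP signal ratio inhibition reaching or exceeding a fixed threshold, cut at about 30% in these data, passing the limit was not always enough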; also: some compounds called inactive have numbers as strong as hits
NRP1-CendR mod – modulators of CendR peptide binding to NRP-1, primary screen, biochemical, fluorescence polarization, uHTS; FAM-RPARPAR peptide binding to NRP-1; inhibition, % at 25 µM; 360,000 tested, 0.85% active; AID 602438, 2012;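 active = inhibition or corrected inhibition above about 18%, plus a signal ratio from 0.5 to 1.5, limit read from the data, passing the limit was not always enough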; also: strong numbers were not always called active
MLLE-PAM2 inh – inhibitors of PABP1 MLLE–PAM2 peptide binding, primary screen, biochemical, fluorescence polarization, FITC-PAM2, GST-MLLE; Polyadenylate-binding protein 1 (Homo sapiens), P11940; inhibition, % at 20 µM; 360,000 tested, 0.36% active; AID 588489, 2011; in the data active = inhibition above about 35%, passing the limit was not always enough;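 also: plate controls were DMSO wells with GST-MLLE for no effect and wells lacking GST-MLLE protein for full effect; some results filed as inactive read as strong as hits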
MT1-MMP act inh – blockers of MT1-MMP proenzyme processing, primary screen, HT1080 RFP-PRO-GFP cells, GFP/RFP fluorescence; Matrix metalloproteinase-14 (Homo sapiens), P50281; GFP/RFP ratio fluorescence, overnight; percent of plate control window, DMSO zero; GFP/RFP ratio change, % at 20 µM; 360,000 tested, 0.061% active;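 active = GFP/RFP ratio change of at least 30% with cell ATP level not reduced by more than half and red fluorescence within 50% of control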; also: strong numbers were not always called active
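Assay system – RFP-PRO-GFP reporter HT1080 cells · Compound dosing – single dose of 20 µM compound, 1% DMSO final · Incubation – overnight compound exposure at 37 °C · Measure – GFP/RFP fluorescence ratio · Benchmarks – DMSO wells and RFP-L50D-GFP cells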
eLon inh – inhibitors of E. coli Lon protease, primary screen, biochemical, fluorescence polarization. inhibition, % at 7.94 µM. AID 602123, 2011. 360,000 tested, 0.42% active. P0A9M0. purified E. coli Lon protease; in the data active = inhibition above about 13%, passing the limit was not always enough;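 also: 0% = enzyme with probe and DMSO and 100% = no enzyme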
bovine MsrA act – bovine MsrA enzyme activators, primary screen, biochemical, absorbance, HTS | purified bovine MsrA, absorbance read-out | activation, % at 10.6 µM | 360,000 tested, 0.3% active | AID 602163, 2012; in the data active = activation above about 7.5%;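 also: 0% = vehicle and 100% = reference activator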
FAS TE block – FAS thioesterase domain inhibitors, primary screen, biochemical, fluorescence intensity, uHTS; inhibition, % at 15 µM; 360,000 tested, 0.67% active; recombinant FAS-TE, OMFH fluorogenic substrate, fluorescence endpoint; Fatty acid synthase (Homo sapiens), P49327; AID 602261, 2012;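 active = compounds whose normalised, plate-corrected inhibition of enzyme fluorescence in the single-dose primary screen is 50% or more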;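 also: 0% = DMSO with enzyme and 100% = substrate without enzyme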
Neddylation inh – inhibitors of cullin neddylation, primary screen, biochemical, TR-FRET, uHTS, NAE and Ubc12 | calls only at 25 µM | 360,000 tested, 0.58% active | NEDD8-conjugating enzyme Ubc12 (Homo sapiens) + NEDD8-activating enzyme E1 regulatory …; in the data active = inhibition above about 36%
Starred values were filed as active, the others as inactive; i = inactive; . = not tested or not shown.

Structure,NRP1-CendR mod,SKN-1 block,FAS TE block,MT1-MMP act inh,Neddylation inh,eLon inh,Rin1 Abl inh,MLLE-PAM2 inh,bovine MsrA act
CCCCSc1nc(C)cc(SCC(=O)N/N=C/c2cccc(OC)c2O)n1,13.5,-9.4,23.5,-7.6,i,5.2,-2.3,6.6,-0.1
CCCCCC(=O)C(=O)c1ccc(O)cc1O,17.6,11.1,-2.9,-5.9,i,-0.9,-0.5,-9.1,-3.7
CCc1nc(Nc2cc(OC)ccc2OC)c2oc3ccccc3c2n1,25.4*,1.4,4.5,-0.2,i,-5.6,1.9,-1.1,-2.8
COC(=O)C1=C(C)NC(C)=C(C(=O)OC)C1c1ccc(N(C)C)cc1,-4.3,22.2,-2.6,-2.0,i,7.3,-0.3,-2.7,-2.5
CC(C)c1ccc(NC(=O)C(=O)C2C(=O)Nc3ccccc32)cc1 (configuration not stated),-8.6,-8.6,2.5,-2.0,i,2.8,-2.0,-1.4,-7.2
Cc1cc(C(=O)O)ccc1-c1ccc(/C=N/n2cnnc2)o1,-2.0,1.5,-8.2,-0.6,i,1.1,-1.2,-3.2,8.4*
CCN(CC)C(=O)c1sc2nc(-c3ccccc3)ccc2c1N,-3.8,7.0,6.6,-1.4,i,0.0,-3.3,21.1,-1.6
Cc1ccc(NCCNc2ccc(C)cc2)cc1,2.7,17.5,9.6,2.7,i,-11.6,-7.7,19.6,-4.5
C[C@@H]1CN([C@H](C)CO)C(=O)CCCn2nncc2CO[C@@H]1CN(C)C(=O)C1CC1,-11.2,-4.1,-8.9,-2.1,i,-5.7,-0.3,-4.7,-4.4
COc1ccc(S(=O)(=O)N2CCC[C@H]2C(=O)N2CCC[C@H]2C(=O)NCc2ccc(F)cc2F)cc1C,1.9,-13.3,-6.2,4.6,i,-1.1,.,.,-0.9
CCCCCOC(=O)C1=C(C)NC(=O)NC1c1ccc(OC)cc1 (configuration not stated),7.2,10.2,5.0,-4.7,i,-0.3,0.3,-9.7,-1.8
CCOC(=O)c1sc2nc(CSc3nc4ccccc4n3CC)[nH]c(=O)c2c1C,-9.8,-10.3,-5.6,-5.7,i,-10.2,1.0,-29.8,-1.5
O=C1NC[C@@H](Cc2cccc3ccccc23)N(CCc2cccc(F)c2)C1=O,-14.8,-7.6,3.1,11.6,i,-11.8,.,.,-7.3
CCOC(=O)[C@H]1[C@H]2COc3ccc(Cl)cc3[C@@H]2N2C(=O)CN(CC3CCCO3)C(=O)[C@@]12C (some centres not stated),-5.3,-4.6,-10.8,-0.6,i,-8.0,-1.8,-4.2,-0.9
Cn1c(C(=O)N2CCOCC2)cnc1Sc1ncc(C(F)(F)F)cc1Cl,3.4,-15.9,-5.6,1.8,i,0.5,-1.2,-5.0,-0.6
CCCn1c(CCC(=O)O)ccc1-c1ccc(OC)cc1,-45.8,8.5,-3.4,-25.7,.,-20.0,2.4,-24.9,-3.7
COc1ccc(S(=O)(=O)N(CC(=O)N2CCN(c3ccccc3OC)CC2)c2ccccc2)cc1,-3.5,37.0*,25.1,-2.2,i,-13.0,0.7,3.6,1.9
N#CCCn1c2ccccc2c2nc3ccccc3nc21,-3.4,13.0,3.3,-2.4,i,-1.4,-6.0,-2.1,-8.0
O=c1c2ccccc2nc(SCc2cc(F)cc3c2OCOC3)n1Cc1ccco1,-5.0,1.3,31.2,3.6,i,-4.0,1.3,-13.6,-3.9
COc1ccccc1CCc1nnc(CCC(=O)NC(C)Cn2nc(C)cc2C)o1 (configuration not stated),5.3,10.3,-3.2,7.5,i,-6.9,5.6,-0.5,-2.1
CC[C@]12c3[nH]c4cc(-c5ccco5)ccc4c3CCN1C(=O)[C@@H](CC(=O)NCc1ccco1)C[C@@H]2C(=O)N1CCN(C(=O)C2CC2)CC1,-4.4,11.3,-6.6,-1.7,.,-9.6,-1.4,-29.9,0.3
COc1ccc(S(=O)(=O)n2nc(OC(=O)c3ccc(C)cc3)cc2N)cc1,10.4,3.2,5.8,2.6,i,1.7,1.4,-0.3,-2.1
CC(C)n1cc(/C=C2\NC(=O)N(c3cccc(Cl)c3)C2=O)c2ccccc21,-44.8,6.8,20.1,-40.1,i,-8.8,0.7,-82.5,-0.5
CCN(CC)S(=O)(=O)c1ccc(C(=O)NC2=C(C(=O)OC)SCC2)cc1,6.4,-8.7,33.6,1.9,i,2.3,0.8,31.9,-1.5
CCN(c1ccccc1)S(=O)(=O)c1ccc(C(=O)Nc2nnc(CSC)o2)cc1,-11.3,-0.1,-2.0,-1.0,i,2.1,-1.6,-3.0,-3.8
Cc1cc(C)cc(NC(=O)c2sc3nc4n(c(=O)c3c2C)CCC4)c1,-0.2,-2.7,-3.8,4.5,i,6.6,0.7,2.5,-6.5
Cc1cccc(NC(=O)CN2CCSc3ccccc32)c1,0.7,0.2,-2.8,0.2,i,-0.5,2.1,1.9,-3.6
CC(C)C[C@H](NC(=O)c1[nH]cnc1C(=O)N[C@@H](Cc1ccccc1)C(=O)OC(C)(C)C)C(=O)OCc1ccccc1,-2.4,12.4,10.3,-17.9,i,24.1,-1.4,14.8,1.5
Cc1c(C)[n+](=O)c2c(n1[O-])CCC2,22.6,-3.2,-5.7,-1.3,i,-1.7,-4.1,0.1,3.3
Cc1ccc(NC(=O)CCC(=O)NNS(=O)(=O)c2ccccc2)cc1C,-5.1,-13.1,-15.0,-1.5,i,1.9,0.6,-4.8,-1.7

Molecules listed so far containing a COOH group, in the order listed:
Structure,NRP1-CendR mod,SKN-1 block,FAS TE block,MT1-MMP act inh,Neddylation inh,eLon inh,Rin1 Abl inh,MLLE-PAM2 inh,bovine MsrA act
Cc1cc(C(=O)O)ccc1-c1ccc(/C=N/n2cnnc2)o1,-2.0,1.5,-8.2,-0.6,i,1.1,-1.2,-3.2,8.4*
CCCn1c(CCC(=O)O)ccc1-c1ccc(OC)cc1,-45.8,8.5,-3.4,-25.7,.,-20.0,2.4,-24.9,-3.7

Other entries:
Structure,NRP1-CendR mod,SKN-1 block,FAS TE block,MT1-MMP act inh,Neddylation inh,eLon inh,Rin1 Abl inh,MLLE-PAM2 inh,bovine MsrA act
COc1ccc(-n2nnnc2SCC(N)=O)cc1,10.0,-14.6,3.1,0.6,i,5.3,0.7,4.4,-1.3
COc1cc(C(=O)NNC(=O)CN2C(=O)NC3(CCCC3)C2=O)cc(OC)c1OC,6.2,-1.5,-7.5,-3.3,i,-4.2,0.7,5.8,1.1
O=C(Nc1nnc(-c2ccc(Cl)cc2)o1)c1nc2ccccc2s1,-28.8,1.7,9.7,-0.4,.,7.3,-1.0,12.9,-3.2
N#CC1=C(N)N(c2ccccc2Sc2ccccc2)C(=O)C1,20.2,-17.0,3.9,-0.5,i,-14.1,2.9,-33.4,-4.8
CC(C)c1nc2cc(C(=O)N(C)Cc3ccc(F)cc3)ccc2o1,-7.8,10.1,42.8,-0.6,i,-15.9,3.4,4.6,-3.7
O=C(NC1CCN(C(=O)N2c3ccccc3Sc3ccccc32)CC1)c1ccccc1Cl,-0.6,5.3,20.1,-11.3,i,3.5,2.2,-8.3,-10.9
Cc1ccc(S(=O)(=O)N2C[C@H]3C(=O)C[C@@H](c4cccc(C)c4)N(S(=O)(=O)c4ccc(C)cc4)[C@H]3C[C@H]2c2ccccc2)cc1,9.9,16.8,26.7,-5.9,i,-0.9,3.7,-13.3,0.9
NC(=O)c1sc2nc3c(c(-c4ccc(Cl)cc4)c2c1N)CCCC3,-17.0,-0.1,19.9,-3.8,i,1.5,0.7,5.3,-0.8
Clc1ccc(-c2nc3ccc(Br)cn3c2Cc2cccc(Cl)c2)cc1,1.7,1.0,27.0,-9.4,i,-13.2,-41.4,-7.2,-5.2
CCN(CC)S(=O)(=O)c1ccc(NC(=O)c2cccnc2Cl)c(NC(=O)c2cccnc2Cl)c1,-5.8,4.2,-3.5,-1.4,i,9.8,-0.5,2.8,-8.5
Cc1c(Nc2nc3ccccc3n3cnnc23)cccc1[N+](=O)[O-],-8.1,6.3,0.8,-9.6,i,-15.8,0.8,3.6,-3.3
CC12CCC(C1)C(C)(C)C2NS(=O)(=O)c1ccc(F)cc1 (configuration not stated),3.1,4.6,18.5,1.9,i,-1.5,2.2,11.6,-0.7
CCN1CCN(c2ccc(N3CCN(S(=O)(=O)c4cccc([N+](=O)[O-])c4)CC3)nn2)CC1,6.0,-3.5,0.3,-3.8,i,-13.7,-7.4,-0.6,-3.2
CS(=O)(=O)n1c2ccccc2c(=O)n1-c1ccccc1CCl,-2.9,17.6,-2.7,2.5,i,-4.5,1.6,15.2,0.4
O=C(Cn1ccc(=O)[nH]c1=O)NCCO,2.8,-9.4,-2.8,-1.7,i,-1.3,-5.8,-1.4,-3.1
c1ccc(-c2nc3c4ccccc4ccn3c2CC2CCCCC2)cc1,-13.6,11.4,23.8,-9.1,i,-12.8,.,.,-1.1
COc1ccc(OC)c(C(c2nnnn2CCc2ccccc2)N2CCC(C(N)=O)CC2)c1 (configuration not stated),-3.5,0.0,-4.0,0.2,i,13.2,-3.3,-1.8,1.2
CC(C)[C@H](NC(=O)[C@@H]1Cc2c([nH]c3ccccc23)C2c3ccccc3C(=O)N21)C(=O)NCC1CCCO1 (some centres not stated),2.0,8.6,-8.3,-2.3,i,3.1,-5.5,10.6,-8.8
CCCCN(C(=O)c1ccc([N+](=O)[O-])s1)c1c(N)n(CCCC)c(=O)[nH]c1=O,6.3,-5.9,-19.2,-2.3,i,10.1,2.8,-0.5,-5.5
Cn1c(SCC(=O)NCC2CCCO2)ncc(C(=O)Nc2ccccc2)c1=O (configuration not stated),-6.8,19.2,0.3,-3.0,i,3.6,-3.1,15.3,-4.6
CN(C)c1cccc(C(=O)N/N=C/c2ccoc2)c1,-5.7,-8.9,-1.7,4.5,i,-2.5,-0.6,8.9,-6.6
CC(C)CNc1ncnc2c1ncn2[C@H]1CN(Cc2cccs2)C[C@@H](CO)O1,-2.5,19.5,-6.9,2.7,i,1.2,1.4,15.8,-3.1
Cc1onc(-c2ccccc2)c1CNC(=O)CN1C(=O)c2ccccc2C1=O,-11.4,-28.9,-1.1,-0.2,i,6.1,-1.4,-11.6,3.5
Cc1cc(C)c2c(c1)NC(C(=O)O)C1CC=CC21 (configuration not stated),-34.1,18.8,4.2,-8.0,i,-11.5,0.5,6.2,-6.0
Cc1ccc(-c2nnc(-c3ccccc3Br)o2)cc1,7.3,-8.9,30.0,0.8,i,3.5,-2.2,-4.8,-3.0
C[C@@H](C(=O)NCc1ccccc1)[C@H]1C[C@]1(C)[C@H](NC(=O)OCc1ccccc1)c1ccccc1,15.7,-4.7,9.0,0.0,i,0.7,4.7,8.8,-10.1
O=C(N/N=C/c1ccccn1)c1ccc(Cl)cc1,-3.2,12.7,-5.6,4.0,i,-1.8,-0.2,14.2,-2.4
CCNc1nc(NCC)nc(C(=O)NN)n1,2.2,-8.0,-4.5,-5.9,i,8.1,-2.2,-0.6,-0.8
